Tau fibril FP – inhibitors of human tau fibril formation | P10636 | K18 P301L tau heparin fibrillization, Alexa594 FP, 6 h | Potency, µM (series often up to 57.7 µM), for the others: at the highest dose activity, negative = inhibition, actives largely listed as inhibitors | 280,000 tested, 0.39% active; also: % is scaled to controls: 0 for no effect and ±100 for the full control effect; nearly all actives have a fitted effect of over 55% in size
Target sequence (P10636 561-689 P618L limits assumed): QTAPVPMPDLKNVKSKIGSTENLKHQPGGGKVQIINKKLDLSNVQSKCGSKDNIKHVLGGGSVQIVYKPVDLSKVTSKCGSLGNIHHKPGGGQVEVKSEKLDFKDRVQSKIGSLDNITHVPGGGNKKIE
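Recombinant K18 P301L […], labeled with Alexa 594 at 0.24 uM over 15 uM unlabeled; heparin inducer 20 uM final; 37 C, 6 hr; FP endpoint.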
HTT ATP protect – cytoprotection in Huntington HTT-Q103 PC12 cell model | AID 1471 | PC12 HTT-Q103 induced, cytoprotection, ATP luminescence, 40 h | Potency, µM (titrated, usually from 56.4 µM), without a hit: cytoprotection (ATP increase), actives largely listed as activators | 230,000 tested, 0.14% active;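 also: % of control where 0% means no effect; nearly all actives have a fitted effect of over 45% in size; toxic huntingtin expression switched on by the ecdysone agonist tebufenozide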
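PC12 cells stably carrying ecdysone-inducible Htt exon 1 (Q103)–GFP were induced with 100 nM tebufenozide (final) alongside library compounds in a dose series. Cytoprotection was scored as retained ATP by ATPlite luminescence.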
TRb SRC2 PPI – inhibitors of human thyroid hormone receptor beta-SRC2 interaction; 280,000 tested, 0.065% active; AID 1469; P10828; TRbeta-SRC2 peptide binding, fluorescence polarization; receptor liganded with 1 µM T3; Potency, µM (top dose mostly 106 µM), for the others: at the top dose activity change, negative = inhibition, most hits filed as inhibitors;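 also: plate controls were bound peptide for no effect and peptide without receptor for full effect; nearly all actives have a fitted effect of over 50% in size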
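Each compound concentration gave % activity, normalized to unbound and bound Texas Red SRC2 controls, from polarization read after 5 hr ambient incubation with T3-loaded human TRb LBD.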
Tau fluor counter – counter-screen for tau fibril formation inhibitors. tau K18 P301L Alexa594 fluorescence, heparin fibrillization. Potency, µM (top dose mostly 57.7 µM), for inactives: at the highest dose activity change, negative = decrease. 280,000 tested, 0.93% active. AID 1463; also: % is scaled to controls: 0 for no effect and ±100 for the full control effect; nearly all actives have a fitted effect of over 55% in size
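Human K18 P301L tau (15 uM unlabeled plus 0.24 uM Alexa 594-labeled, final) in 100 mM sodium acetate pH 7 was mixed with compound and 20 uM heparin and incubated 6 hr at 37 C.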
Tau fibril ThT – tau fibrillization inhibition (ThT binding) | P10636 | recombinant tau K18 P301L, heparin-induced fibrillization, ThT fluorescence | Potency, µM (top dose mostly 57.4 µM), inactives show at the top dose activity, negative = inhibition, usual class: inhibitors | 270,000 tested, 2.1% active; also: % is scaled to controls: 0 for no effect and ±100 for the full control effect; nearly all actives have a fitted effect of over 55% in size
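ThT emission at 510 nm, taken 1 hr after adding 30 uM dye, quantifies aggregates formed when 20 uM heparin acts on human tau K18 P301L for 6 hr at 37 C.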
RECQ1 helicase – blocks DNA unwinding by human RECQ1; Potency, µM (series often up to 57.3 µM), for inactives: top-dose activity, negative = inhibition, actives largely listed as inhibitors; P46063; AID 2549; RECQ1 DNA unwinding, red fluorescence kinetic read; 240,000 tested, 0.54% active;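 also: plate controls were vehicle for no effect and no enzyme for full effect; nearly all actives have a fitted effect of over 30% in size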
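RECQ1T1 50 nM; forked duplex (20 bp + 30-nt ss tails) 200 nM, ATP 2 mM final; pH 8.0, 2 mM MgCl2, 2.5 ug/ml poly(dI-dC); 15 min compound preincubation; discontinuous kinetic read over 2 h at RT.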
L3MBTL1 inh – inhibitors of human L3MBTL1 | 230,000 tested, 0.66% active | AlphaScreen L3MBTL1–H3K9me1 peptide binding | AID 485360 | Q9Y468 | Potency, µM (series often up to 57.1 µM), inactives show top-dose activity, negative = inhibition, hits mostly inhibitors; also: % is scaled to controls: 0 for no effect and ±100 for the full control effect; nearly all actives have a fitted effect of over 60% in size
Target sequence (Q9Y468 whole entry, looked up): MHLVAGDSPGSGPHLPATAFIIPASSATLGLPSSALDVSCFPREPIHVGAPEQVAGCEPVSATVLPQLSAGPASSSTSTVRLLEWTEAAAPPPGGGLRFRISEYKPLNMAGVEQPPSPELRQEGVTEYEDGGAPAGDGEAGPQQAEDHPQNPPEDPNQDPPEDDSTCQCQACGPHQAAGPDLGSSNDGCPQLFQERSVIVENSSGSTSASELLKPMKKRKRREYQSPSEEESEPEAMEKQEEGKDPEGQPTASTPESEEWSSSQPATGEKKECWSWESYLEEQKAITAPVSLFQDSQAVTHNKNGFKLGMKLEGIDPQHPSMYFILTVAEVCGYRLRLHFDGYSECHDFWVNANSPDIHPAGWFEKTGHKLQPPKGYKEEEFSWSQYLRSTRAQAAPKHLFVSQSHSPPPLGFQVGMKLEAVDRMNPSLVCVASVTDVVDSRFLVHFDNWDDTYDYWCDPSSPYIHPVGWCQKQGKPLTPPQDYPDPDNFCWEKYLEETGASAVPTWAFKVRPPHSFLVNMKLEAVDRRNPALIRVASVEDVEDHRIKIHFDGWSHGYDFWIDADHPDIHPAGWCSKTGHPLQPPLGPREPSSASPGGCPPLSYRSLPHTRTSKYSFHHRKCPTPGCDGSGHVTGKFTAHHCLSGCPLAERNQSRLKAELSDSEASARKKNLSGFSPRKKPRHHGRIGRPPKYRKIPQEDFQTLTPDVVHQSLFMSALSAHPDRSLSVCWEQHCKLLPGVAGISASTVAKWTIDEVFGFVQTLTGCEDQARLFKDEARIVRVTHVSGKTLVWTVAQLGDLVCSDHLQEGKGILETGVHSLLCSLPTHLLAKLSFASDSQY
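Read-out is AlphaScreen signal from streptavidin donor and nickel chelate acceptor beads (10 ug/mL final each) bridging L3MBTL1 (50 nM) and biotinylated K9-monomethylated H3(1-15) peptide (75 nM), after 30 min compound exposure at room temperature.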
TexasRed fluor – Texas Red fluorescence interference in TRb-SRC2 counter-screen; Potency, µM (highest dose often 106 µM), for inactives: at the top dose fluorescence change, negative = quenching; TRb/SRC2 Texas Red total fluorescence interference; 280,000 tested, 0.29% active; active = well fitted curve in either direction with a large enough effect; inconclusive = small, poorly fitted or top-dose-only effect; also: % is scaled to controls: 0 for no effect and ±100 for the full control effect
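Human TRb ligand-binding domain at 0.6 uM with 20 nM Texas Red SRC2 peptide in Tris buffer containing 1 uM T3 and 5% DMSO, incubated with compound 5 h at ambient temperature. Total fluorescence (555/632 nm) calculated as parallel + 2 × perpendicular.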
Starred values were filed as active, the others as inactive; i = inactive; ? = inconclusive; . = no result given; & = joins results of further samples; [ ] = another dose, or the depositor's remark. Unless noted, calls follow the shape of the dose curve; as a rule, active = well fitted curve in the direction sought with a large enough effect; inconclusive = small, poorly fitted or top-dose-only effect, or another doubt; inactive = no such curve, though single readings can be large; an effect the other way counts as inactive or inconclusive. Potency is read from the fitted curve at half-maximal effect.

The opening 2 entries, to show the layout:
SMILES	Tau fibril FP	HTT ATP protect	TRb SRC2 PPI	Tau fluor counter	Tau fibril ThT	RECQ1 helicase	L3MBTL1 inh	TexasRed fluor
CCn1ccnc1CN1CCN(CC(C)C)C(CCO)C1 (centres undefined)	-4%	-1%	-4%	-7%	-9%	-3%	2%	-5%
Cc1c(NS(=O)(=O)c2ccc(Cl)c(C(=O)OC(C)C(=O)NCc3ccco3)c2)c(=O)n(-c2ccccc2)n1C (centres undefined)	1%	-11%	3%	1%	-7%	i	-8%	0%

This part in full, from the first entry:
SMILES	Tau fibril FP	HTT ATP protect	TRb SRC2 PPI	Tau fluor counter	Tau fibril ThT	RECQ1 helicase	L3MBTL1 inh	TexasRed fluor
CCn1ccnc1CN1CCN(CC(C)C)C(CCO)C1 (centres undefined)	-4%	-1%	-4%	-7%	-9%	-3%	2%	-5%
Cc1c(NS(=O)(=O)c2ccc(Cl)c(C(=O)OC(C)C(=O)NCc3ccco3)c2)c(=O)n(-c2ccccc2)n1C (centres undefined)	1%	-11%	3%	1%	-7%	i	-8%	0%
CCCCCCN(C(=O)CCCCCN1C(=O)NC(c2ccccc2)C(C(=O)OCc2ccccc2)=C1C)C(C(=O)NCCCC)c1ccc(OCC(=O)OC)c(C(=O)OC)c1 (centres undefined)	8%	-4%[10 µM]	3%	6%	?	i	.	-1%
COc1ccc(/C=C/C(=O)NC2=NCCS2)cc1OC	2%	-49%[inhibitor]	6%	0%	-9%	-4%	.	0%
COc1ccc(-c2n[nH]c(=S)n2-c2cc(OC)ccc2OC)cc1	-4%	-7%[10 µM]	4%	0%	-2%	i	.	-2%
Nc1cc(=O)[nH]c(SCC(=O)N2CCCCC2)n1	3%	23%[10 µM]	1%	-5%	-1%	17%	7%	1%
COC(=O)c1cnc(N2CCN(c3ccccc3OC)CC2)c2ccccc12	-1%	.	-9%	?	?	.	.	-1%
CN(C)CCn1c2ccccc2c2nc3ccc([N+](=O)[O-])cc3cc21	-4%	-92%[inhibitor][10 µM]	-5%	-14%	?	-17%	2%	-2%
O=C(Nc1cc(Cl)ccc1Cl)N1CCCC1	?	-38%	-1%	-2%	-1%	-6%	6%	-8%
Cc1ccc(NC(=O)c2cnn(-c3ccccc3)c2NC(=O)c2ccco2)cc1	-5%	-2%	-2%	-9%	-6%	0%	5%	0%
CCOC(=O)N1CCN(C(=O)COc2cccc3c2CCN(Cc2ccccc2C)C3=O)CC1	8%	-1%[10 µM]	1%	7%	-8%	1%	-2%	-2%
CCN1CCN(Cc2ccc(NC(=O)c3ccc(C)c(NC(=O)c4csc(-c5ccncc5)n4)c3)cc2C(F)(F)F)CC1	-5%	29%[10 µM]	-4%	1%	?	-9%	.	0%
NCCCC[C@H]1CN=C(N)N1CCC12CC3CC(CC(C3)C1)C2	6%	-14%[10 µM]	-6%	13%	7%	i	.	-1%
Cc1ccc(CN2CCN(CC(=O)Nc3ccc(C)c(C)c3)S2(=O)=O)cc1	-8%	.	8%	-23%	-5%	.	.	-4%
O=[N+]([O-])c1ccc(-c2cnc(NO)nc2)cc1	-3%	22%[10 µM]	7%	-7%	?	-7%	0%	-8%
COc1cccc(NC(=O)CN2C(=O)NC(C)(CCC(C)C)C2=O)c1 (centres undefined)	3%	-6%[10 µM]	3%	5%	-1%	-8%	?	-3%
Cc1ccc(C(=O)Nc2ccccc2C(=O)NC2CCCCC2)cc1S(=O)(=O)N1CCOCC1	4%	-15%	-3%	-24%	-3%	-4%	.	0%
COc1ccccc1NC(=O)CSc1ccc2nnc(-c3ccncc3)n2n1	-2%	-6%	-1%	-3%	-1%	-6%	-5%	0%
O=C(CC(c1ccccc1)c1ccccc1)Nc1ccc(Cl)cn1	7%	-30%	-4%	-21%	-4%	-5%	.	-1%
COc1cc(NC(=O)Cn2nc(C(F)(F)F)c3c2CCC3)cc(OC)c1OC	-7%	.	-18%[1.83 µM]	-27%	-7%	.	.	-76%[1.83 µM]
CCCCn1c(SCC(=O)Nc2nnc(C)s2)nc2c1c(=O)n(C)c(=O)n2C	5%	-9%[10 µM]	-1%	5%	4%	-3%	-5%	-7%
COc1ccc(NC(=O)c2ccc(COc3ccccc3OC)o2)cc1OC	2%&5%	-21%	-2%&2%	?	?	i	0%	0%&0%
Cc1occc1C(=O)NCCCCNC(=O)c1ccoc1C	-2%	7%[0.074 µM]	-3%	3%	-3%	-2%	5%	-5%
Cc1cc(C)nc(N2CCN(C(=O)CCC(=O)Nc3nnc(CC(C)C)s3)CC2)n1	5%	-39%[10 µM]	6%	-9%	-13%	-5%	-6%	-1%
Cc1ccnc2nc(C(=O)OCC(=O)N(CC(C)C)CC(C)C)nn12	-1%	19%	1%	4%	0%	i	0%	-2%
SMILES	Tau fibril FP	HTT ATP protect	TRb SRC2 PPI	Tau fluor counter	Tau fibril ThT	RECQ1 helicase	L3MBTL1 inh	TexasRed fluor
NS(=O)(=O)c1ccc(-c2ccc(/C=N/Nc3ccc(C(=O)O)cc3)o2)cc1	6%	-13%[10 µM]	-2%	?	.	-29%	.	-11%
CC(C)(C)OC(=O)N1CCC[C@H]1C(O)(c1ccccc1)c1ccccc1	5%	-6%	4%	-5%	2%	-6%	.	0%
O=C(N/N=C/c1ccc2c(c1)OCO2)c1ccc(NS(=O)(=O)c2cccs2)cc1	-5%	4%[10 µM]	-5%	-7%	-1%	-1%	-1%	-2%
Cc1ccc(NC(=O)Nc2cc(-c3ccccc3)nn2C)cc1Cl	14µM*	10%[10 µM]	0%	?	9%	12%	-2%	-1%
Cc1nc(Cl)sc1C(=O)Nc1cccc2ccccc12	1%	.	-3%	-1%	-2%	2%	5%	-5%
CCOCCn1c(CN2CCc3ccccc3C2)nc2c1c(=O)n(C)c(=O)n2C	2%	-5%[10 µM]	-3%	-9%	-1%	-2%	2%	-1%
CCC(C)NC(=O)c1ccccc1NC(=O)CN1C(=O)c2ccccc2S1(=O)=O (centres undefined)	-1%	5%[10 µM]	-18%	11%	?	-8%	-5%	2%
CCc1ccccc1N(CC)C(=O)C(=O)Nc1ccc2nc3n(c(=O)c2c1)CCCCC3	?	.	0%	-14%	-6%	.	.	-2%
O=C(NC1CCCC1)C(c1cccs1)N(C(=O)c1ccno1)c1ccccc1 (centres undefined)	-1%	-6%[10 µM]	-11%	6%	4%	-14%	1%	-1%
CCCNC(=O)C1CCC(Cn2c(=O)c3sccc3n(Cc3cccc(OC)c3)c2=O)CC1 (centres undefined)	-4%	.	6%	3%	12%	.	.	-2%
CC1CCc2cc(F)ccc2N1C(=O)c1ccncc1 (centres undefined)	-2%	35%[0.074 µM]	5%	8%	-3%	i	-14%	1%
COc1ccc(S(=O)(=O)c2c(SC)nn(Cc3ccccc3C)c2NC(C)=O)cc1	-9%	.	-3%	-2%	9%	.	.	-2%
CCN(CC)C(=O)C(=O)c1cn(CC(=O)NCc2ccc3c(c2)OCO3)c2ccccc12	-3%	-10%[10 µM]	-8%	-13%	-7%	i	0%	-4%
COC(=O)C(C)Sc1ncnc2c1c(-c1ccccc1)cn2-c1ccc(OC)cc1 (centres undefined)	-19%	-21%[10 µM]	11%	-21%	-11%	i	3%	2%
CCc1ccc(OCC(=O)NC(=S)Nc2ccc(F)cc2)c(Br)c1	-7%	-21%	-5%	-8%	?	4%	9%	1%
CCOC(=O)C1=C(N)N(c2cc(S(=O)(=O)N3CCOCC3)ccc2Cl)C(=O)C1	2%	-23%	0%	-10%	-22%	-1%	.	-3%
CCOc1ccccc1C(=O)Nn1c(C2CCC2)nc2ccccc2c1=O	-10%	-2%	-5%	-9%	-5%	-4%	.	-7%
O=C(CNS(=O)(=O)c1ccccc1)NCc1ccccn1	-3%	2%[10 µM]	-8%	1%	-1%	-6%	0%	2%
Cc1c(NC(=S)NC(=O)C(C)(C)C)c(=O)n(-c2ccccc2)n1C	-11%	39%[10 µM]	-4%	1%	1%	0%	6%	0%
Cc1cnc(NC(=O)CSc2nnc(-c3ccccc3)n2Cc2ccccc2)s1	-3%	-3%[10 µM]	-2%	-2%	-11%	0%	-2%	-3%
CCc1ccc(NC(=O)CSc2nc3ccccc3c(=O)n2CCC(=O)NC2CCCCC2)cc1	-3%	.	6%	9%	9%	.	.	-9%
CCOC(=O)C1(CCCc2ccccc2)CCN(C(=O)CCC2=NNC(=O)CC2)CC1	0%	-14%[10 µM]	7%	-5%	-4%	12%	-10%	0%
COCCNCC#CCOc1ccc(OC)cc1	-5%	5%	1%	10%	-5%	-7%	.	-2%

Record cards (already shown). Screens in order: Tau fibril FP, HTT ATP protect, TRb SRC2 PPI, Tau fluor counter, Tau fibril ThT, RECQ1 helicase, L3MBTL1 inh, TexasRed fluor
`O=C(N/N=C/c1ccc2c(c1)OCO2)c1ccc(NS(=O)(=O)c2cccs2)cc1` across the screens: -5%, 4%[10 µM], -5%, -7%, -1%, -1%, -1%, -2%
`COCCNCC#CCOc1ccc(OC)cc1` across the screens: -5%, 5%, 1%, 10%, -5%, -7%, ., -2%

Compounds above that contain a tert-butyl group, in the order listed:
SMILES	Tau fibril FP	HTT ATP protect	TRb SRC2 PPI	Tau fluor counter	Tau fibril ThT	RECQ1 helicase	L3MBTL1 inh	TexasRed fluor
CC(C)(C)OC(=O)N1CCC[C@H]1C(O)(c1ccccc1)c1ccccc1	5%	-6%	4%	-5%	2%	-6%	.	0%
Cc1c(NC(=S)NC(=O)C(C)(C)C)c(=O)n(-c2ccccc2)n1C	-11%	39%[10 µM]	-4%	1%	1%	0%	6%	0%

Copied from the entries so far, 2 compounds:
SMILES	Tau fibril FP	HTT ATP protect	TRb SRC2 PPI	Tau fluor counter	Tau fibril ThT	RECQ1 helicase	L3MBTL1 inh	TexasRed fluor
CCOC(=O)C1(CCCc2ccccc2)CCN(C(=O)CCC2=NNC(=O)CC2)CC1	0%	-14%[10 µM]	7%	-5%	-4%	12%	-10%	0%
COCCNCC#CCOc1ccc(OC)cc1	-5%	5%	1%	10%	-5%	-7%	.	-2%

Only part of the results is shown (hit frequency here may not be typical).
